Compound activity (PubChem BioAssay)
N370S GC = inhibits or activates N370S mutant glucocerebrosidase. P04062. AID 2101. N370S GC spleen homogenate, 4MU-glucoside fluorescence. 330,000 compounds, 0.092% hits. Potency, µM (highest dose often 59.4 µM), without a hit: at the top dose activity change, negative = inhibition, most hits filed as inhibitors;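 further: 0% = full enzyme activity and -100% = no enzyme basal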
DT40 TDP1 CPT = DT40-hTDP1 cell growth loss with CPT. chicken DT40 Tdp1-/-;hTDP1 cells + 20 nM CPT, ATP luminescence, 48 h. Potency, µM (top dose mostly 46.2 µM), inactives show top-dose activity change, negative = growth inhibition, usual class: inhibitors. 420,000 compounds, 12% hits. AID 686979; further: nearly all actives have a fitted effect of over 55% in size
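Cell growth measured by CellTiter-Glo luminescence after a minimum 48 h, 37 C compound exposure with 20 nM CPT in Tdp1-knockout DT40 cells stably expressing hTDP1, seeded 400/well; qHTS titration format.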
FEN1 inh = inhibitors of human flap endonuclease 1; P39748; Recombinant FEN1 flap cleavage, fluorescence, 15 min; Potency, µM (highest dose often 114 µM), without a hit: top-dose activity change, negative = inhibition, hits mostly inhibitors; 390,000 compounds, 0.35% hits; further: nearly all actives have a fitted effect of over 65% in size
Target sequence (P39748 whole entry, looked up): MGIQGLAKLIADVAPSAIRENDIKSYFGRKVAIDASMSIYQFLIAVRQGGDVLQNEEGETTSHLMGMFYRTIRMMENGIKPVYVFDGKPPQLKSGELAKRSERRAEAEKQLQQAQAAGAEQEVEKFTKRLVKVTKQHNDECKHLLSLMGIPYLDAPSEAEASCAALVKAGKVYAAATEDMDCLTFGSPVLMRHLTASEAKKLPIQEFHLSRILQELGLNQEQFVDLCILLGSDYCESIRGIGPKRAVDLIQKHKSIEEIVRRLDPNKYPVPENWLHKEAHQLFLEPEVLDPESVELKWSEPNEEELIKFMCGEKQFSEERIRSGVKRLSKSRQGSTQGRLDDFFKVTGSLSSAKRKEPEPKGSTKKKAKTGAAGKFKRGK
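Nuclease activity of 10 nM FEN1 was measured after 15 min of room-temperature exposure to titrated compounds, by adding 50 nM flap substrate and reading plates at 0 and 15 min.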
The depositor's hits bear a star; ? = inconclusive; . = not tested or not shown; [ ] = remark or other dose. The call rests on the fitted dose curve; in most records, active means well fitted curve in the direction sought with a large enough effect; inconclusive means small, poorly fitted or top-dose-only effect, or another doubt; inactive means no such curve, though single readings can be large; an effect the other way counts as inactive or inconclusive. Unless noted, on the % scale 0 is the no-effect control and ±100 the full control effect; potency means the concentration at half of the fitted maximal effect.

1. Cc1ccc2nc(N(CCCN(C)C)C(=O)CN3C(=O)c4ccccc4C3=O)sc2c1
- N370S GC: -1.9%
- DT40 TDP1 CPT: -16.4%
- FEN1 inh: -14.3%
2. CC(=O)Nc1ccc(S(=O)(=O)NCCS(=O)(=O)N2CCN(c3ccccc3)CC2)cc1
- N370S GC: -6.7%
- DT40 TDP1 CPT: ?
- FEN1 inh: 0.3%
3. COc1cc(NC(=O)c2cc(-c3ccccc3)on2)cc(OC)c1OC
- N370S GC: -10.8%
- DT40 TDP1 CPT: ?
- FEN1 inh: -8.2%
4. CCCN(CCC)CC(O)CN(c1cc([N+](=O)[O-])ccc1OC)S(=O)(=O)c1ccccc1 (stereo not drawn)
- N370S GC: -12.5%
- DT40 TDP1 CPT: ?
- FEN1 inh: -0.9%
5. CCCc1cc(=O)oc2c(C)c(O)c(CN3CCCCC3)cc12
- N370S GC: ?
- DT40 TDP1 CPT: -21.1%
- FEN1 inh: -6.1%
6. COc1ccc(N2CCN(C(=O)Cc3ccc(OC)c(OC)c3)CC2)cc1
- N370S GC: -6.9%
- DT40 TDP1 CPT: 8.2µM*
- FEN1 inh: 3.8%
7. COc1ccc(S(=O)(=O)N2CCCCC2)cc1C(=O)Nc1cccc(C(F)(F)F)c1
- N370S GC: .
- DT40 TDP1 CPT: 31.6%[activator]
- FEN1 inh: 4.6%
8. O=C(Cc1coc(-c2ccc(F)cc2)n1)NC1CCCCC1
- N370S GC: 3.6%
- DT40 TDP1 CPT: 2.2%
- FEN1 inh: -8.2%
9. CC(=O)NC/C(C)=N\Nc1ccc([N+](=O)[O-])cc1
- N370S GC: -9.6%
- DT40 TDP1 CPT: ?
- FEN1 inh: 2.7%
10. CCC(C(=O)NCCc1ccc(S(N)(=O)=O)cc1)c1ccccc1 (stereo not drawn)
- N370S GC: .
- DT40 TDP1 CPT: -0.2%
- FEN1 inh: 3.5%
11. O=C(COC(=O)c1ccccc1)Nc1cc(S(=O)(=O)N2CCCCCC2)ccc1Cl
- N370S GC: .
- DT40 TDP1 CPT: ?
- FEN1 inh: -1.9%
12. COc1ccc(S(=O)(=O)N2CCCCC2)cc1NC(=O)CCNC(=O)c1ccccc1Cl
- N370S GC: .
- DT40 TDP1 CPT: -17.7%
- FEN1 inh: 15.6%
13. Cc1cc2ccccn2c1C(C[N+](=O)[O-])c1ccc(N(C)C)cc1 (stereo not drawn)
- N370S GC: 11.2%
- DT40 TDP1 CPT: 16.4µM*
- FEN1 inh: -5.5%
14. CC(C(=O)Nc1ccccc1)N1CCN(C(=O)c2ccco2)CC1 (stereo not drawn)
- N370S GC: .
- DT40 TDP1 CPT: -4.2%
- FEN1 inh: 21.4%
15. Cc1cc(NCCCn2ccnc2)n2nc(-c3ccc(Cl)cc3)cc2n1
- N370S GC: 16.3%
- DT40 TDP1 CPT: -21.6%
- FEN1 inh: -13.0%

16. Cc1ccc2c(c1)C(c1ccccc1)N(C(=O)COc1ccc(Cl)cc1Cl)CC(=O)N2 (stereo not drawn)
- N370S GC: .
- DT40 TDP1 CPT: 20.6µM*
- FEN1 inh: 1.6%
17. O=C(Nc1ccc(N2CCCC2)cc1)c1cccc(-c2cc3ccccc3oc2=O)c1
- N370S GC: 3.2%
- DT40 TDP1 CPT: 16.4µM*
- FEN1 inh: 7.8%
18. COc1ccccc1NC(=S)N(CCCN(C)C)Cc1cc2cc3c(cc2[nH]c1=O)OCO3
- N370S GC: 4.4%
- DT40 TDP1 CPT: -1.0%
- FEN1 inh: -0.8%
19. O=C(O)CC(=O)Nc1ccccc1
- N370S GC: -26.8%
- DT40 TDP1 CPT: -16.5%
- FEN1 inh: 1.8%
20. O=c1[nH]cnc2c1nnn2Cc1ccccc1
- N370S GC: -19.8%
- DT40 TDP1 CPT: 12.4%
- FEN1 inh: 1.3%
21. COC(=O)C1=NN(c2ccc(C)cc2)C2(S1)SC(C(C)=O)=C(C)N2c1ccccc1 (stereo not drawn)
- N370S GC: 2.7%
- DT40 TDP1 CPT: ?
- FEN1 inh: -12.5%
22. CS(=O)(=O)NCc1ccc(C(=O)NCCOc2ccccc2)cc1
- N370S GC: 2.1%
- DT40 TDP1 CPT: 7.2%
- FEN1 inh: 0.5%
23. COc1ccc(-c2c(C)nn3c(N4CCOCC4)cc(C)nc23)cc1OC
- N370S GC: -30.3%
- DT40 TDP1 CPT: 2.3%
- FEN1 inh: -9.6%
24. O=C(Nc1ccc(N2CCCCC2)c(Cl)c1)c1ccc2c(c1)OCCO2
- N370S GC: 25.1%
- DT40 TDP1 CPT: ?
- FEN1 inh: -19.6%
25. CSc1ncccc1C(=O)NNC(=O)c1ccc(NS(=O)(=O)c2cccs2)cc1
- N370S GC: -2.2%
- DT40 TDP1 CPT: 0.0%
- FEN1 inh: -1.0%
26. C=C(C)Cn1c(-c2ccncc2)n[nH]c1=S
- N370S GC: 7.6%
- DT40 TDP1 CPT: 6.2%
- FEN1 inh: 3.9%
27. O=C(NCc1ccccc1)c1cc[n+](Cc2ccccc2)cc1
- N370S GC: 0.1%
- DT40 TDP1 CPT: -20.2%
- FEN1 inh: 0.5%
28. CC(C)c1ccc(NC(=O)CSc2nc3ccsc3c(=O)n2CCC(=O)O)cc1
- N370S GC: ?
- DT40 TDP1 CPT: 4.5%
- FEN1 inh: -2.2%
29. COc1ccc(C(=O)O/N=C(\N)c2ccccc2Cl)cc1OC
- N370S GC: -1.9%
- DT40 TDP1 CPT: ?
- FEN1 inh: 1.9%
30. COc1ccc(CNC(=O)CCc2nc3cccnc3n2Cc2ccc(OC)cc2)cc1
- N370S GC: .
- DT40 TDP1 CPT: -4.8%
- FEN1 inh: 16.1%

31. CCOc1cc(/C=C2/NC(=O)N(CC(=O)Nc3cccc(C)c3)C2=O)ccc1OC
- N370S GC: 4.3%
- DT40 TDP1 CPT: -0.5%
- FEN1 inh: 1.2%
32. CCOC(=O)N1CCC(N(CCN(C)C)C(=S)Nc2cccc(Cl)c2)CC1
- N370S GC: 0.6%
- DT40 TDP1 CPT: ?
- FEN1 inh: 11.6%
33. COc1ccc(-n2ccnc2SCC(=O)NO)cc1
- N370S GC: 5.2%
- DT40 TDP1 CPT: ?
- FEN1 inh: -0.3%
34. CCOc1ccc(/C=C2\C(=O)c3ccccc3OC2c2ccccc2)cc1 (stereo not drawn)
- N370S GC: 15.8%
- DT40 TDP1 CPT: ?
- FEN1 inh: -1.7%
35. C=CCOc1c(Cl)cc(CNCCC)cc1Cl
- N370S GC: -0.6%
- DT40 TDP1 CPT: ?
- FEN1 inh: -4.0%
36. O=C(NC12CC3CC(CC(C3)C1)C2)c1cccc([N+](=O)[O-])c1
- N370S GC: -0.6%
- DT40 TDP1 CPT: -24.2%
- FEN1 inh: -15.7%
37. CCCC(=O)Nc1cc(C(=O)O)ccc1Sc1ccccc1
- N370S GC: -6.9%
- DT40 TDP1 CPT: 4.3%
- FEN1 inh: -7.3%
38. CN(CC(=O)Nc1ccccc1C(F)(F)F)C(=O)CSCc1ccc(Cl)c(Cl)c1
- N370S GC: 0.8%
- DT40 TDP1 CPT: ?
- FEN1 inh: -7.3%
39. Cc1sc2ncnc(SCC(=O)NC(=O)NCc3ccco3)c2c1C
- N370S GC: 5.9%
- DT40 TDP1 CPT: -13.0%
- FEN1 inh: -20.1%
40. CC(C)(C)c1ccc(OCc2ccc(C(=O)NN)o2)cc1
- N370S GC: -0.8%
- DT40 TDP1 CPT: ?
- FEN1 inh: -13.3%
41. Brc1ccc(N=C(c2ccccc2)c2ccncc2)cc1
- N370S GC: -0.3%
- DT40 TDP1 CPT: -15.1%
- FEN1 inh: 6.4%
42. Cc1cccc(Cn2cc(S(=O)(=O)c3ccccc3)c(=O)c3cc(F)c(N4CCOCC4)cc32)c1
- N370S GC: .
- DT40 TDP1 CPT: 25.9µM*
- FEN1 inh: 7.6%
43. CCCCCn1c(N2CCN(c3cccc(Cl)c3)CC2)nc2c1c(=O)[nH]c(=O)n2C
- N370S GC: -3.5%
- DT40 TDP1 CPT: 20.6µM*
- FEN1 inh: -1.9%
44. COc1ccccc1N1CCN(C(=O)COc2cc(C)ccc2C)CC1
- N370S GC: 15.1%
- DT40 TDP1 CPT: ?
- FEN1 inh: -5.2%
45. C[n+]1ccccc1/C=C/c1ccccc1Cl
- N370S GC: -4.2%
- DT40 TDP1 CPT: -23.9%
- FEN1 inh: 1.4%

2 entries from above in a different format:
#	mol	N370S GC	DT40 TDP1 CPT	FEN1 inh
32	CCOC(=O)N1CCC(N(CCN(C)C)C(=S)Nc2cccc(Cl)c2)CC1	0.6%	?	11.6%
33	COc1ccc(-n2ccnc2SCC(=O)NO)cc1	5.2%	?	-0.3%

Reformatted: results already given.
no.	Molecule	N370S GC	DT40 TDP1 CPT	FEN1 inh
28	CC(C)c1ccc(NC(=O)CSc2nc3ccsc3c(=O)n2CCC(=O)O)cc1	?	4.5%	-2.2%
29	COc1ccc(C(=O)O/N=C(\N)c2ccccc2Cl)cc1OC	-1.9%	?	1.9%
30	COc1ccc(CNC(=O)CCc2nc3cccnc3n2Cc2ccc(OC)cc2)cc1	.	-4.8%	16.1%
31	CCOc1cc(/C=C2/NC(=O)N(CC(=O)Nc3cccc(C)c3)C2=O)ccc1OC	4.3%	-0.5%	1.2%
32	CCOC(=O)N1CCC(N(CCN(C)C)C(=S)Nc2cccc(Cl)c2)CC1	0.6%	?	11.6%
33	COc1ccc(-n2ccnc2SCC(=O)NO)cc1	5.2%	?	-0.3%
34	CCOc1ccc(/C=C2\C(=O)c3ccccc3OC2c2ccccc2)cc1 (stereo not drawn)	15.8%	?	-1.7%
35	C=CCOc1c(Cl)cc(CNCCC)cc1Cl	-0.6%	?	-4.0%
36	O=C(NC12CC3CC(CC(C3)C1)C2)c1cccc([N+](=O)[O-])c1	-0.6%	-24.2%	-15.7%
37	CCCC(=O)Nc1cc(C(=O)O)ccc1Sc1ccccc1	-6.9%	4.3%	-7.3%
38	CN(CC(=O)Nc1ccccc1C(F)(F)F)C(=O)CSCc1ccc(Cl)c(Cl)c1	0.8%	?	-7.3%
39	Cc1sc2ncnc(SCC(=O)NC(=O)NCc3ccco3)c2c1C	5.9%	-13.0%	-20.1%
40	CC(C)(C)c1ccc(OCc2ccc(C(=O)NN)o2)cc1	-0.8%	?	-13.3%
41	Brc1ccc(N=C(c2ccccc2)c2ccncc2)cc1	-0.3%	-15.1%	6.4%
42	Cc1cccc(Cn2cc(S(=O)(=O)c3ccccc3)c(=O)c3cc(F)c(N4CCOCC4)cc32)c1	.	25.9µM*	7.6%
43	CCCCCn1c(N2CCN(c3cccc(Cl)c3)CC2)nc2c1c(=O)[nH]c(=O)n2C	-3.5%	20.6µM*	-1.9%
44	COc1ccccc1N1CCN(C(=O)COc2cc(C)ccc2C)CC1	15.1%	?	-5.2%
45	C[n+]1ccccc1/C=C/c1ccccc1Cl	-4.2%	-23.9%	1.4%

More structures follow.
46. C[C@H](CO)N1C[C@H](C)[C@@H](CN(C)C(=O)Nc2ccc(C(F)(F)F)cc2)Oc2c(NC(=O)Cc3ccccc3)cccc2C1=O
- N370S GC: .
- DT40 TDP1 CPT: -21.4%
- FEN1 inh: -16.8%
47. CC(C)OCCCNC(=O)CNC(=O)c1ccc(Cl)c(Cl)c1
- N370S GC: -2.2%
- DT40 TDP1 CPT: 2.4%
- FEN1 inh: -2.0%
48. CCOC(=O)c1cccc(NC(=O)Nc2cc(OC)ccc2OC)c1
- N370S GC: 9.7%
- DT40 TDP1 CPT: ?
- FEN1 inh: ?
49. CCCCN(Cc1ccccc1)C(=O)C1CCC(=O)N(CCc2ccccn2)C1 (stereo not drawn)
- N370S GC: 1.2%
- DT40 TDP1 CPT: -16.1%
- FEN1 inh: -5.2%
50. CCCc1cc(C(=O)Nc2nccs2)cs1
- N370S GC: 6.2%
- DT40 TDP1 CPT: ?
- FEN1 inh: 1.6%
51. CC1(C)C(=O)C=CC(=O)C(C)(C)C(=O)C=CC(=O)C(C)(C)C2=CC=C(O2)C(C)(C)C(=O)C=CC1=O
- N370S GC: .
- DT40 TDP1 CPT: 0.82µM*
- FEN1 inh: -5.4%
52. Cc1ccc(S(=O)(=O)C2(S(=O)(=O)c3ccc(C)cc3)CCCC2)cc1
- N370S GC: -0.5%
- DT40 TDP1 CPT: 7.31µM*
- FEN1 inh: -4.4%
53. CCOC(=O)CSc1nc2sc3c(c2c(=O)[nH]1)CCCC3
- N370S GC: -5.2%[2.35 µM]
- DT40 TDP1 CPT: -2.1%
- FEN1 inh: 5.1%
54. CCC(C)NC(=O)Cn1cc(S(=O)(=O)N2CCN(c3ccccc3F)CC2)c2ccccc2c1=O (stereo not drawn)
- N370S GC: -1.4%
- DT40 TDP1 CPT: ?
- FEN1 inh: 1.2%
55. COc1ccc(NC(=O)C2=CC(c3ccc4c(c3)OCO4)=NS(=O)(=O)N2C)cc1
- N370S GC: .
- DT40 TDP1 CPT: ?
- FEN1 inh: 1.0%
56. C/C(CC1CC2=C(CC1(C)C)C(C)(C)CCC2)=N\NC(N)=S (stereo not drawn)
- N370S GC: 6.3%
- DT40 TDP1 CPT: 6.51µM*
- FEN1 inh: 6.3%

These rows are one share of the data; count on the stated rates, not on these rows.
